Screens: PubChem BioAssay, National Center for Advancing Translational Sciences (NCATS)
Eya2 phos inh = Eya2 (human) phosphatase inhibition. O00167. recombinant Eya2, OMFP fluorescence dephosphorylation (OMFP is methylfluorescein phosphate). Potency, µM (highest dose often 76.9 µM), for the others: at the highest dose activity, negative = inhibition, most hits filed as inhibitors. actives 0.006% (n = 330,000). AID 488837; also: potency is read from the fitted curve at half-maximal effect; % is scaled to controls: 0 for no effect and ±100 for the full control effect
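Eya2 protein (added as 0.2 uM solution) was preincubated with compound for 10 min at ambient temperature in 50 mM HEPES pH 7.5, 50 mM NaCl, 5 uM MgCl2, 0.05% BSA, 1 mM DTT. OMFP (added at 50 uM) then reacted 10 min; fluorescence read at 485/525 nm.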
Integrin act MD = activators of alpha7 integrin expression for muscular dystrophy; alpha7betagal myoblasts, beta-gal FDG fluorescence, 48 h; actives 0.064% (n = 350,000); Potency, µM (titrated, usually from 38.3 µM), without a hit: at the highest dose activation, hits mostly activators;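 also: potency is read from the fitted curve at half-maximal effect; 100% = response of the positive control SU9516; nearly all actives have a fitted effect of over 60% in size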
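alpha7betagal+/- myoblasts (passage 13, 250/well) treated 48 h at 37C with compounds at 1:260 dilution of DMSO stock. Lysed, then beta-galactosidase activity read as FDG fluorescence (ex 480/em 540) after 30 min, with pre-read for autofluorescence.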
Tb PFK block = inhibitors of T. brucei phosphofructokinase. AID 485367. O15648. T. brucei PFK, ADP-Glo luminescence. actives 0.17% (n = 330,000). Potency, µM (top dose mostly 57.5 µM), for the others: at the top dose activity, negative = inhibition, actives largely listed as inhibitors;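 also: potency is read from the fitted curve at half-maximal effect; 0% = uninhibited 1x PFK enzyme wells and -100% = no-enzyme wells; nearly all actives have a fitted effect of over 60% in size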
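PFK 1.25 nM, F6P 0.5 mM, ATP 0.1 mM, 0.1 M TEA pH 8.0, 5 mM MgCl2, 0.01% Tween20, 0.1% BSA; 45 min RT. ADP-Glo readout. qHTS titration up to 57 uM; curves fitted, compounds curve-classed.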
ASM inhibitor = human S-ASM enzyme inhibition. P17405. AID 504937. actives 0.006% (n = 340,000). Potency, µM (highest dose often 57.5 µM), without a hit: at the top dose activity change, negative = inhibition, hits mostly inhibitors. placental ASM, HMU-PC fluorogenic substrate, 60 min; also: potency is read from the fitted curve at half-maximal effect
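Human placenta-derived ASM enzyme was preincubated with compound for 10 minutes at room temperature, then given fluorogenic substrate HMU-PC0 (9 uM final) for 60 minutes at 37 °C; a pH 10 stop preceded fluorescence reading at Ex 386/Em 447 nm.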
TSHR antagonist = blocks TSH signaling through the human TSH receptor. P16473. actives 0.2% (n = 330,000). AID 504810. activity change, negative = inhibition, % at 11.5 µM. TSHR-expressing cells, TSH-stimulated cAMP HTRF, 2 h; hits give low values;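 active = activity change below a set negative limit, meaning inhibition stronger than a set level, cut at about -70% in these data; inconclusive = activity change between two set negative limits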; also: % is scaled to controls: 0 for no effect and ±100 for the full control effect
Target sequence (P16473 whole entry, looked up): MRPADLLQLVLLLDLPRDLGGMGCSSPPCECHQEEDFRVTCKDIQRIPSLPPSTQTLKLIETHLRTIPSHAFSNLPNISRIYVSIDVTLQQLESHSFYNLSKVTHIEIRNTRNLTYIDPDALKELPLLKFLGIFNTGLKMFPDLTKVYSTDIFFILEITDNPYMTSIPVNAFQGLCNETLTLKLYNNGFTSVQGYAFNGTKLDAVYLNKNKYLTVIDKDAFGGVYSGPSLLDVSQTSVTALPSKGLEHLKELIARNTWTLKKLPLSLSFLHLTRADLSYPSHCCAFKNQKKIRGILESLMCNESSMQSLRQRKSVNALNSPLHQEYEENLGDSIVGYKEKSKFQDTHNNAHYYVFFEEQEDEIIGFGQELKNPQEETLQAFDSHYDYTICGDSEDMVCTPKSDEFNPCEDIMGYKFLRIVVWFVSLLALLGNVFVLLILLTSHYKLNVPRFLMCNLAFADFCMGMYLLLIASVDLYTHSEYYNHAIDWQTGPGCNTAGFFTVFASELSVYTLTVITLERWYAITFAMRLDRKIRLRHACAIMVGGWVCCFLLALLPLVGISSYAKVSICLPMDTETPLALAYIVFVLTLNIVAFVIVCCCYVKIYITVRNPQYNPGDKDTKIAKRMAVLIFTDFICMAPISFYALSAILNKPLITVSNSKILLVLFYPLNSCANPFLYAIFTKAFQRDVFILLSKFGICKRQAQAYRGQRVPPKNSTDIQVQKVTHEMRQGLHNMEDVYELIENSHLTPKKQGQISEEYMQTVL
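Read-out is FRET at 665 nm (cryptate excitation 337 nm) from a cryptate-tagged anti-cAMP antibody, competed by cell cAMP against cAMP-d2. Compounds are tested on freshly harvested TSHR cells challenged with 4nM TSH (EC80) for 2 hours at 37 deg C.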
Mito fusion yeast = inhibitors of mitochondrial division or activators of mitochondrial fusion. S. cerevisiae fusion-defective mutant growth rescue, CellTiterGlo 48 h. Potency, µM (series often up to 46.1 µM), without a hit: top-dose growth rescue (activation), hits mostly activators. actives 0.23% (n = 320,000). AID 485298;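 also: potency is read from the fitted curve at half-maximal effect; % of control where 0% means no effect; nearly all actives have a fitted effect of over 45% in size; temperature-sensitive fusion mutants such as fzo1-1 at 37 °C on non-fermentable ethanol glycerol medium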
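Growth-rescue viability read-out: after 48 h at the non-permissive 37C in glycerol/ethanol YPEG, yeast mitochondrial fusion mutants are measured by CellTiterGlo luminescence; compounds (23 nl pinned per well) restoring growth score as division inhibitors or fusion activators.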
PTAP TSG101 blk = blocks PTAP/TSG101 interaction to inhibit HIV-1 budding | Q99816 | Fluorescence polarization, FITC-PTAP peptide / Tsg101 binding | Potency, µM (doses to about 115 µM), inactives show at the highest dose activity change, negative = inhibition, hits mostly inhibitors | 340,000 tested, under 10 active | AID 493005; active = well fitted inhibition curve with a large enough effect in the main read-out, with a control signal flat, not every such curve was filed as active; inconclusive = small, poorly fitted or top-dose-only effect, or effect the other way, or a change in a side signal; inactive = no such curve, though single readings can be large or run the other way; also: potency is read from the fitted curve at half-maximal effect; % of control where 0% means no effect
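Fluorescence polarization binding of Tsg101 binding domain (10 uM final) to FITC-labeled PTAP peptide (50 nM final) in HEPES pH 7.5 buffer with NaCl, Tween 20, EDTA, TCEP. Compounds added before peptide; binding 20 min at RT.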
TCR act = activators of T cell receptors. Potency, µM (highest dose often 9.22 µM), inactives show at the highest dose activation of IL-2 secretion, actives largely listed as activators. 330,000 tested, under 10 active. primary human leukocytes, anti-CD3, IL-2 HTRF, 48 h; also: % of control where 0% means no effect
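Using a-CD3 beads without co-stimulation, primary human leukocytes were exposed to compounds for 48 hr. An HTRF IL-2 kit measured the cytokine, with europium-to-d2 energy transfer producing emission at 665nm upon 320nm excitation.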
ELG1 repair inh = ELG1-dependent DNA repair inhibition; HEK293T ELG1-luciferase reporter, luminescence, 16 h; DNA damage induced by 5-fluorouridine; actives 2.3% (n = 330,000); Potency, µM (top dose mostly 46.1 µM), without a hit: at the top dose activity change, negative = inhibition, most hits filed as inhibitors; also: potency is read from the fitted curve at half-maximal effect; % is scaled to controls: 0 for no effect and ±100 for the full control effect; nearly all actives have a fitted effect of over 55% in size
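HEK293T cells expressing luciferase-tagged ELG1 (2,000/well) received 5-Fluorouridine plus compound or DMSO for 16 hr at 37 °C. Luciferase was read by ONE-Glo luminescence after 30 min at room temperature.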
BCR signal inh = inhibitors of chronic active B-cell receptor signaling; ABC-DLBCL IkBa-CBG/CBR reporter, luminescence ratio, 4 h; Potency, µM (series often up to 46.1 µM), inactives show at the highest dose ratio change, negative = lower green/red ratio, hits mostly inhibitors; actives 0.05% (n = 340,000); AID 493014; active = well fitted inhibition curve with a large enough effect in the signal ratio, with a control signal flat, not every such curve was filed as active; inconclusive = small, poorly fitted or top-dose-only effect, or effect the other way, or a change in a side signal; the % refers to the signal ratio;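 also: potency is read from the fitted curve at half-maximal effect; plate controls were basal doxycycline-induced cells for no effect and cells given 10 µM MG132 for full effect; MG132 reads +100%, hits lower the ratio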
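Compounds up to 46 uM were incubated four hours with TMD8 cells whose green CBG68 luciferase is fused to IkappaBalpha; red CBR luminescence normalised the signal, and concentration-effect curves were fitted to fusion, red and ratio data.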
AT treatment = potential ataxia-telangiectasia treatments restoring KAP-1 phosphorylation. […] A-T fibroblasts, KAP-1 phosphorylation AlphaLISA; neocarzinostatin DNA damage 30 min before lysis. Potency, µM (highest dose often 57.5 µM), for the others: at the top dose activation, hits mostly activators. actives 0.19% (n = 320,000); also: potency is read from the fitted curve at half-maximal effect; % of control where 0% means no effect; nearly all actives have a fitted effect of over 45% in size
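ATM-like activity read as KAP-1 phosphorylation via AlphaLISA donor/acceptor antibody pairs after lysis and 6 hr at 25C. Cells were ATM-null patient fibroblasts ([…], hTERT), dosed 60 min, then exposed to the DSB inducer NCS for 30 min.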
Active calls of the source: *; u = inconclusive; x = no result given; [ ] = another dose, or the depositor's remark. Unless noted, calls follow the shape of the dose curve; as a rule, active = well fitted curve in the direction sought with a large enough effect; inconclusive = small, poorly fitted or top-dose-only effect, or another doubt; inactive = no such curve, though single readings can be large; an effect the other way counts as inactive or inconclusive.

| cpd | SMILES | Eya2 phos inh | Integrin act MD | Tb PFK block | ASM inhibitor | TSHR antagonist | Mito fusion yeast | PTAP TSG101 blk | TCR act | ELG1 repair inh | BCR signal inh | AT treatment |
| --- | --- | --- | --- | --- | --- | --- | --- | --- | --- | --- | --- | --- |
| 1 | CC1CCCCC1NC(=O)/C(C#N)=C/c1ccc(F)c(F)c1 (configuration not stated) | -2% | 3% | 5% | 3% | -15 | u | 0% | 2%[46.1 µM] | u | u | 20% |
| 2 | CN1C(C(=O)Nc2ccc(C(=O)O)cc2)=C(O)c2ccccc2S1(=O)=O | -3% | 24% | 0% | 29% | -6 | 1% | 1% | 6% | 0% | 0% | -4% |
| 3 | COCCCNc1nc2c(c(=O)[nH]c(=O)n2C)n1CC(O)COc1cccc(C)c1 (configuration not stated) | 6% | 12% | -3% | 2% | -7 | 1% | 0% | 0% | -5% | 1% | -3% |
| 4 | COCCN(C(=O)COC(=O)c1cc2c(s1)CCC2)c1c(N)n(Cc2ccccc2)c(=O)[nH]c1=O | -3% | -13% | 3.8µM* | -6% | 9 | -2% | -2% | 3% | 1% | 11% | 8% |
| 5 | COc1ccc2cc(C)c3nnc(SCC(=O)Nc4nc(-c5ccccc5)cs4)n3c2c1 | -2% | 0% | 0% | -1% | 2 | 0% | -1% | 2% | -15% | 0% | 9% |
| 6 | CN(C)Cc1c(C(=O)N/N=C/c2cccs2)nnn1-c1nonc1N | -2% | 51% | -3% | 2% | 0 | 1% | -3% | -2% | 3% | -1% | -5% |
| 7 | CCOC(=O)c1nn(-c2ccccc2)c(=O)cc1OCC(=O)Nc1cccc(OC)c1 | -13% | -6% | 0% | 3% | -8 | 4% | 1% | -2% | 2% | 3% | -10% |
| 8 | Cc1onc(-c2ccccc2Cl)c1C(=O)NCCn1ccc2ccccc21 | -5% | -5% | -2% | -2% | -11 | 12% | 0% | -4% | -7% | 8% | 5% |
| 9 | CCOc1cc(C2C(C(=O)OC(C)C)=C(C)NC3=C2C(=O)CCC3)cc([N+](=O)[O-])c1O (configuration not stated) | u | -17% | 2% | 0% | -6 | -1% | -1% | 11% | u | 10% | -2% |
| 10 | COCCNC(=O)CCC1CCN(C/C=C/c2ccccc2OC)CC1 | 10% | -2% | -23% | -2% | 21 | 2% | -4% | -4% | 1% | 3% | -6% |
| 11 | Cc1ccc(S(=O)(=O)N2CCCN(S(=O)(=O)c3ccc(C)cc3)CC2)cc1 | 7% | 9% | 2% | 0% | 5 | -3% | -5% | -5% | u | -6% | -3% |
| 12 | NC(=O)C(CC(=O)O)NC(=O)[C@@H]1CCCNc2c(I)cc([N+](=O)[O-])cc2C(=O)N[C@@H](CO)C(=O)N[C@@H](Cc2ccc(O)cc2)C(=O)N1 (some centres not stated) | -2% | 27% | -5% | -13% | 4 | -3% | -5% | -3% | 1% | -1% | -8% |
| 13 | Cc1ccc2nc(SCC(=O)NCc3ccc(S(N)(=O)=O)cc3)[nH]c2c1 | 4% | -21% | 2% | 3% | 11 | -1% | -3% | -1% | 2% | -1% | -2% |
| 14 | CC(C)CNC(=O)C(=O)NCCCN1CCOCC1 | 7% | 0% | 0% | 3% | -2 | 5% | 3% | -4% | -8% | 0% | 2% |
| 15 | O=C(Nc1nc2ccc(S(=O)(=O)N3CCCC3)cc2s1)C1CCCO1 (configuration not stated) | -4% | 19% | -2% | 3% | -10 | -1% | -2% | -3% | 0% | 0% | 2% |
| 16 | COc1ccc(OCC(=O)Nc2cc(-c3nn(C)c(=O)c4ccccc34)ccc2OC)cc1 | -9% | -23% | -4% | 0% | -27 | 0% | -6% | x | u | -11% | 3% |
| 17 | COc1cccc(C(=O)N2CCCC(Nc3ccc(C)c(C)c3)C2)c1 (configuration not stated) | -8% | 0% | -6% | -2% | -2 | 4% | -4% | 2% | 5% | 0% | 10% |
| 18 | O=C(c1ccc(S(=O)(=O)c2ccc(F)cc2)c([N+](=O)[O-])c1)N1CCCCCC1 | -3% | -53%[inhibitor] | 0% | 0% | -7 | 20% | 0% | 3%[46.1 µM] | u | u | 8% |
| 19 | O=C(NCc1cccnc1)c1ccc(S(=O)(=O)Nc2ccccc2)cc1 | -7% | 24% | 1% | 4% | -1 | 2% | 1% | -2% | -5% | 2% | 5% |
| 20 | COc1ccc(CC2(CO)CCN(CC3=CC[C@H]4C[C@@H]3C4(C)C)CC2)cc1 | u | -14% | 0% | 6% | 0 | 0% | -3% | -3% | -13% | -4% | -2% |
| 21 | Cn1cnc([N+](=O)[O-])c1Nc1ccc(O)cc1 | 7% | -19% | 0% | -1% | -4 | 0% | 0% | 2% | 16% | u | -6% |
| 22 | Cc1cccc(Nc2ncnc3c2cnn3Cc2ccccc2)c1 | -6% | -14% | 1% | -2% | -1 | 4% | -3% | -1% | -9% | -2% | -3% |
| 23 | COc1ccccc1OCC(O)CN1CCN(C(=O)c2ccccc2)CC1 (configuration not stated) | 24% | -8% | 1% | 4% | 3 | -3% | -2% | 0% | -7% | -11% | 12% |
| 24 | COc1ccc(OC)c(NC(=O)c2ccc3c(c2)OCO3)c1 | 4% | 16% | -2% | -2% | 15 | 7% | -6% | -2% | u | 4% | 3% |
| 25 | CC(C)(C)OC(=O)NNC(=S)NC1CCCCC1 | 4% | 8% | -3% | 5% | -1 | -6% | -1% | -1% | 4% | 0% | 4% |
| 26 | CCCCCC(O)(CCCCC)C(=O)NNc1ccccc1 | -6% | 3% | -1% | -1% | 5 | -1% | -2% | -1% | -16% | 7% | 6% |
| 27 | N=C1C(c2nc3ccccc3s2)=C(O)CN1C1CCCCC1 | 9% | 14% | -11% | 1% | -6 | 2% | -4% | -2% | u | 1% | 0% |
| 28 | CCOC(=O)C1=C(N)Oc2cc(O)ccc2C1c1cccc(Cl)c1 (configuration not stated) | -1% | -44% | 1% | -9% | 4 | -7% | -7% | 2% | 0% | -6% | 4% |
| 29 | COc1ccc(CN(C)CC(=O)Nc2ccccc2C(=O)NC2CC2)cc1OC | 12% | -2% | -1% | 3% | 21 | -3% | -2% | 0% | 1% | 0% | 7% |
| 30 | Nc1cc(S(=O)(=O)Nc2cc(Cl)ccc2Cl)ccc1N1CCCC1 | 0% | 15% | -17% | -7% | 17 | 9% | -4% | -1% | 0% | 13% | 50% |
| 31 | C#CCOCCOCCOCCNc1nc(N2CCN(C(=O)[C@H](C(C)C)n3cc(CCO)nn3)CC2)nc(N2CCN(C(=O)[C@H]([C@@H](C)CC)n3cc(CCCCN)nn3)CC2)n1 | 0% | 4% | 5% | -5% | 9 | -8% | -10% | -45% | 9% | 0% | 4% |
| 32 | O=C(COC(=O)/C=C/c1ccccc1)NCc1ccc(Cl)cc1 | -2% | -22% | 4% | 0% | -1 | 0% | -2% | -3%[46.1 µM] | 15% | 5% | 17% |
| 33 | CCOC(=O)N1CCN(C(=O)C(C)NC(=O)c2ccco2)CC1 (configuration not stated) | 0% | 0% | 0% | 3% | -1 | 1% | 0% | x | -12% | -1% | -1% |
| 34 | O=C(NCC1CCCN1S(=O)(=O)c1cccs1)C(=O)Nc1ccccc1 (configuration not stated) | -8% | 1% | 2% | -3% | -14 | 2% | 2% | 4% | 25% | 6% | 4% |
| 35 | O=C1CCC(=O)N1CN(C(=O)c1ccco1)c1ccc(Cl)c(Cl)c1 | -7% | -5% | -4% | -3% | 25 | -1% | -1% | 9% | 1% | -12% | -1% |
| 36 | O=C(Cn1c(NCCO)nc2ccccc21)Nc1ccc2c(c1)OCCCO2 | 11% | -12% | -8% | 0% | 0 | -1% | 0% | 8% | -2% | -13% | 2% |
| 37 | CCCN1CCN(C(=O)CCCn2c(C)c3cnn(-c4ccccc4)c(=O)c3c2C)CC1 | 15% | -13% | -2% | 3% | 0 | 3% | -2% | -1% | -10% | u | 2% |
